# F508del corr = F508del CFTR correction, initial screen, CFBE line, single point; CFBE cells, YFP halide quenching; stimulated with forskolin plus potentiator P3; % fluorescence drop versus neutral controls; 0.36% of 350,000 active; AID 720511, 2013; activity (quench increase), % at 7.58 µM;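 active = mean added fluorescence quench of at least 8% versus neutral control, with both replicates also reaching 8%; inconclusive = only one of the mean or replicate conditions met; inactive = mean below 8% and not both replicates reaching 8%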;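 also: cells transiently co-express mutant CFTR-F508del with the halide-sensitive YFP; corrector assay measuring rescue of mutant channel to the surface after 24 h compound exposure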
# RAD54 inh = inhibitors of human RAD54 branch migration, primary screen, biochemical, fluorescence, single point | RAD54 Holliday junction branch migration, FAM/BHQ fluorescence | DNA repair and recombination protein RAD54-like (Homo sapiens), Q92698 | inhibition, % at 10.4 µM | 0.14% of 360,000 active | AID 602329, 2012;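 active = mean normalized replicate activity at least 40 and at least half of replicates scoring 40 or more; inconclusive = only one of the two criteria met; inactive = mean below 40 and under half of replicates reaching 40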;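 also: 0% = median of neutral control wells and 100% = median of positive control wells; inhibitors cause a drop in the FAM fluorescence signal; in these data hits start at about 50%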
# E-sel inducer = E-selectin induction in HUVECs, primary screen, imaging, HUVEC, immunofluorescence imaging, single point; activation, % at 7.58 µM; P16581; 0.37% of 260,000 active; normalized: neutral wells 0, TNF-alpha wells 100;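 active = mean E-selectin-positive cell signal at least 10% of the positive control, reached in at least 60% of replicates, without over 20% cell loss; inconclusive = no rule given, readout overlaps actives, possibly toxicity-flagged; inactive = the rest, including those meeting only one limit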;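 also: in these data hits start at about 27%; measured in HUVEC primary endothelial cells; signal is the percent of cells scored E-selectin positive by PE staining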
# Target sequence (P16581 whole entry, looked up): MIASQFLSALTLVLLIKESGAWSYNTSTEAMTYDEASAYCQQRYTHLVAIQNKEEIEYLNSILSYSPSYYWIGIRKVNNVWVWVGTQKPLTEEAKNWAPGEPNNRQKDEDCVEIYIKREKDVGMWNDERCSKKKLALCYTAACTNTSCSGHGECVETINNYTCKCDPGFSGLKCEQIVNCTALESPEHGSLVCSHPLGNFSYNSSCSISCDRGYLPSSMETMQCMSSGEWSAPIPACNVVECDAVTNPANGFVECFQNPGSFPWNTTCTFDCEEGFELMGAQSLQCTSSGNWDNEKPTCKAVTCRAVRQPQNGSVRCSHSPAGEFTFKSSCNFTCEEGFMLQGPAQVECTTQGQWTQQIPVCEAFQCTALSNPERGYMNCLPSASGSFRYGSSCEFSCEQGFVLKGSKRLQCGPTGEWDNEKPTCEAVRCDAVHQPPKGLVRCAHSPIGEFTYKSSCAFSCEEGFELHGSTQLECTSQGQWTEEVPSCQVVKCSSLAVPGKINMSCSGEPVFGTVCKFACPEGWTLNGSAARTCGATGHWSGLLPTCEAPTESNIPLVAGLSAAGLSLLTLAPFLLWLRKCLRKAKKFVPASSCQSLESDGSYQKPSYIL
#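 Test system: HUVEC; input: 3,000 HUVEC/well; measured by: immunofluorescence imaging; read-out: % PE-positive cells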
# DENV2 CPE = inhibitors of DENV2 cytopathic effect, primary screen, cell-based, plate reader, single concentration | AID 651640, 2012 | DENV2-infected cells, cytopathic effect rescue | CPE inhibition, % at 9.99 µM | 1.7% of 350,000 active; in the data active = CPE inhibition above about 20%, passing the limit was not always enough; inconclusive = no clear call, values can overlap the other calls; tested in BHK-21 cells;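 also: 0% = median of neutral control wells and 100% = median of positive control wells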
# RAD52 inh = RAD52 DNA annealing inhibitors, primary screen, biochemical, FRET, single point, set 2; inhibition, % at 18.7 µM; 0.46% of 360,000 active; recombinant RAD52 DNA annealing, FRET fluorescence; AID 651710, 2012; DNA repair protein RAD52 homolog (Homo sapiens), P43351;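 active = every replicate showing at least 50% inhibition; inconclusive = mean inhibition at least 50% but not in every replicate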
# Target sequence (P43351 whole entry, looked up): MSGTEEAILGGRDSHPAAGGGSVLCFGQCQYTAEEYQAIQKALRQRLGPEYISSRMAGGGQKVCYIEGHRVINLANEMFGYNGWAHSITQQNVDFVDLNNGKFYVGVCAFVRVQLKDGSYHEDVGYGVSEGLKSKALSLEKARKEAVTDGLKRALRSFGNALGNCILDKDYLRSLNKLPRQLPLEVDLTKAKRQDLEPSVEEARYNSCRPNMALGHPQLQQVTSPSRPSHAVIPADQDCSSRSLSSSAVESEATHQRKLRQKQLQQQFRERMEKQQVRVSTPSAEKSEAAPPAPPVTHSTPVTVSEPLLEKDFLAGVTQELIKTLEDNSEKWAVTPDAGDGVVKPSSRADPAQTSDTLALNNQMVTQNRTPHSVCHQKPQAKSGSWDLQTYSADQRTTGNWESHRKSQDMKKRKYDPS
# Casp6 inh = human caspase-6 inhibitors, primary screen, biochemical, VEID-R110 fluorescence, single point, set 2. AID 686996, 2013. 0.53% of 350,000 active. purified caspase-6, Z-VEID-R110 cleavage fluorescence. inhibition, % at 12.5 µM. P55212;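 active = mean inhibition across replicates at least about 35%, with every replicate also reaching that limit, limit read from the data; inconclusive = only one of the two criteria met; inactive = neither criterion met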;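 also: 0% = median of neutral control wells and 100% = no fluorescence left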
# XiGFP reactiv = activators of inactive X chromosome reactivation, primary screen, imaging, XiGFP fibroblasts, GFP high-content imaging, set 2 | XiGFP mouse fibroblasts, % GFP-positive cells imaging, 3 d; cells co-treated with 5-aza-dC sensitizer; scaled so ellipticine positive control = 100% | 0.055% of 360,000 active | activation, % at 7.58 µM;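 active = mean normalized replicate activation at least 10% and every replicate at or above 10%; inconclusive = only one of the two criteria met; inactive = mean below 10% and not all replicates reach 10%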;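 also: 0% = median of on-plate neutral control wells and 100% = ellipticine 6 µM median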
#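 Assay system: SV40-immortalized XiGFP fibroblast cells, line 68-5-11; buffer or medium: DMEM plus 5-aza-dC sensitizer; compound: one concentration, pinned; timing: compounds 3 days, fix/stain 15 min at room temperature; benchmarks: positive control ellipticine, 6 µM final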
# INS-1E GSIS act = GLuc luminescence reporter in INS-1E cells, primary screen for activators of glucose-dependent secretion of insulin | INS-1E GLuc reporter insulin secretion, 2-3 h | AID 743287, 2014 | 0.61% of 370,000 active | activation, % at 16.6 µM;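 active = lowest replicate activation of at least 40%, so every replicate reaches that level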;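 also: 0% = median of neutral control wells and 100% = median of IBMX positive control wells; some compounds called inactive have numbers as strong as hits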
# * hit, by the source's call; ? = inconclusive; nt = no result given. The order is random. About 3.7% of those tested had a hit in this group.
SMILES,F508del corr,RAD54 inh,E-sel inducer,DENV2 CPE,RAD52 inh,Casp6 inh,XiGFP reactiv,INS-1E GSIS act
NC(=O)c1ccc(NC(=O)CCCN2C(=O)NC3(CCCC3)C2=O)cc1,0.7,-6,nt,-5,-8,0,0.4,2
O=C(CN(Cc1ccc(Br)cc1)S(=O)(=O)c1ccccc1)NCc1cccnc1,1.4,-7,nt,?,-11,-1,0.4,-4
COc1ccc(C2CC(=O)c3cnc(NC(=O)c4cc(OC)cc(OC)c4)nc3C2)cc1 (centres undefined),2.1,11,nt,-5,3,1,nt,7
Cc1cnc(C(=O)OCC(=O)Nc2cccc(C)c2C)cn1,-3.5,4,nt,9,-4,3,0.2,-12
Nc1nnn(CC(=O)N/N=C/C=C/c2ccccc2)n1,-0.5,11,nt,6,-7,-3,0.2,8
N#Cc1ccc(S(=O)(=O)N2CCN(C(=O)C3CC(=O)N(c4ccc5c(c4)OCCO5)C3)CC2)cc1 (centres undefined),-2.4,11,nt,1,7,3,0.0,10
CC(C)(O)C#Cc1ccc(CNC[C@H]2O[C@@H](n3cnc4c(N)ncnc43)[C@H](O)[C@@H]2O)s1,5.7,-3,0.0,1,-4,0,0.1,10
COc1ccc(CNC(=O)C[C@H]2C=C[C@H](NC(=O)c3ccc4c(c3)OCO4)[C@H](CO)O2)cc1,1.9,nt,-0.2,61*,7,2,0.3,6
O=C(c1cc(=O)[nH]c2ccccc12)N1CCN(c2cccc(C(F)(F)F)c2)CC1,0.2,nt,nt,6,-7,4,0.3,-17
CC(=O)Nc1ccc(NC(=O)COc2ccc([N+](=O)[O-])cc2)cc1,0.3,nt,-2.2,11,-4,0,0.4,2
O=C(N/N=C/c1ccccc1O)C1CC(=O)N(c2ccc(Cl)cc2)C1 (centres undefined),5.3,14,3.5,0,-10,-3,-0.1,-9
Cc1nc(NC(=S)NC(=O)c2cccs2)sc1C(=O)N(C)C,-1.2,-15,nt,5,-8,0,nt,2
O=C(Nc1ccc(F)cc1)OC[C@@H]1CSCCS(=O)(=O)N1,0.7,nt,nt,-15,6,0,0.8,4
CN(C)CCCNC(=O)C[C@H]1C=C[C@@H](NS(=O)(=O)c2ccccc2)[C@@H](CO)O1,2.9,0,-1.4,9,26,3,-0.2,6
O=S(=O)(NCCc1csc(-c2cccnc2)n1)c1ccc(F)cc1,-1.0,7,-1.5,-2,-5,-3,-0.1,21
COc1ccc(CNC(=O)CCc2nnc3ccc(NCCCN4CCCC4=O)nn23)cc1,-2.2,6,nt,2,-6,2,0.1,10
Cc1ccc(NC(=S)NCCc2ccccc2)nc1,-0.9,nt,0.1,?,3,-2,0.4,26
COc1ccc(OC)c(NC(=O)CC(NC(C)=O)c2ccccc2)c1 (centres undefined),2.0,1,0.0,?,-19,6,0.0,35
O=C(CSc1n[nH]c(-c2cccnc2)n1)Nc1cccc(Cl)c1,-0.5,nt,nt,3,-9,-6,0.2,-5
O=C(c1cc2ccccc2o1)N1CCOCC1,-3.8,5,nt,1,-10,-2,-0.1,6
COc1ccc(NC(=O)N(C)C[C@H]2Oc3ccc(NC(=O)Cc4cn(C)c5ccccc45)cc3CC(=O)N([C@@H](C)CO)C[C@@H]2C)cc1,-2.2,-3,-3.8,-2,4,-1,0.0,13
CCn1cc(C(=O)NC(=S)Nc2sc3c(c2C(=O)OC)CCCCCC3)cn1,nt,-2,0.6,nt,nt,nt,0.7,74*
COc1cc(C)c2sc3ccccc3c(=O)c2c1NCCN(C)C,-3.5,93*,0.3,-2,94*,-43,0.1,-9
CCCNC(=O)C[C@@H]1CC[C@H]2[C@H](COc3ccc(NC(=O)c4cccc(F)c4)cc3C(=O)N2C)O1,1.0,1,0.0,-4,-2,1,0.3,-4
C[C@H]1CN([C@@H](C)CO)C(=O)c2cccc(NS(=O)(=O)c3cccs3)c2O[C@@H]1CN(C)C(=O)Nc1ccc(C(F)(F)F)cc1,-2.7,-5,nt,-2,22,1,nt,nt
# (further entries)
SMILES,F508del corr,RAD54 inh,E-sel inducer,DENV2 CPE,RAD52 inh,Casp6 inh,XiGFP reactiv,INS-1E GSIS act
Cc1c(NC(=O)CSc2ncn[nH]2)c(=O)n(-c2ccccc2)n1C,nt,4,nt,nt,-3,-1,nt,9
Cc1ccccc1NC(=O)c1sc(Cl)nc1C,1.0,nt,-1.6,4,-2,-5,0.0,nt
CCc1nc2ccc(C(=O)NCCOc3ccc(OC)cc3)cn2c1N(C)Cc1cccs1,3.4,1,-0.1,-2,-2,6,-0.1,-25
N#CC(=Cc1ccc(O)cc1)C(N)=C(C#N)C#N,3.4,-20,-0.3,7,-173,6,0.0,-1
CCOC(=O)CCc1c(C)c2ccc3c(c2oc1=O)CN(CCCO)CO3,0.2,4,-0.1,?,3,-1,0.0,-4
CN1CCN(C(=O)c2cnn3c(C(F)(F)F)cc(-c4ccc5c(c4)OCO5)nc23)CC1,nt,7,nt,nt,8,0,nt,5
CO[C@@H]1CN(C)C(=O)c2ccc(NC(=O)C3CC3)cc2OC[C@@H](C)N(Cc2cncnc2)C[C@@H]1C,-0.6,nt,1.4,nt,nt,nt,-0.1,6
CSc1cccc(CN2CCC(CO)(Cc3cccc(C(F)(F)F)c3)CC2)c1,4.4,nt,1.1,2,-3,7,0.3,-17
CNC(=O)CSc1nc(-c2ccccc2)c(-c2ccccc2)o1,-1.8,0,nt,2,-18,-2,0.3,20
COC(=O)c1cc(-c2ccc(OC)cc2)nc2nc(SC)[nH]c(=O)c12,-0.4,-15,0.1,9,-3,-4,0.0,1
O=C(Nc1ccccc1)Nc1nnc(Cc2ccc(F)cc2)s1,2.9,0,nt,-4,-9,-2,0.0,nt
C[C@@H](NC(=O)C[C@@H]1C=C[C@H](NC(=O)C2CC2)[C@@H](CO)O1)c1ccccc1,-3.1,6,0.1,-3,-16,-3,0.1,12
CN(CCOc1ccccc1)CC(O)COCc1ccccc1F (centres undefined),-0.8,2,nt,3,-6,-3,0.0,16
CCOC(=O)N1CCC(NC(=O)C2CCCN(S(=O)(=O)c3cccnc3)C2)CC1 (centres undefined),-1.1,-3,-0.1,11,-8,0,-0.1,3
C[C@@H]1CN([C@@H](C)CO)C(=O)Cc2cc(NS(=O)(=O)c3ccc(Cl)cc3)ccc2O[C@H]1CN(C)Cc1ccc(C(=O)O)cc1,-2.9,nt,0.2,10,0,2,0.1,12
CN(C)C=NC(=O)c1cccn1-c1ncc(C(F)(F)F)cc1Cl,2.6,nt,nt,-1,-8,0,0.0,-1
CN1CCN(C(=O)C[C@H]2CC[C@@H]3[C@@H](COc4ccc(NC(=O)c5ccc(F)c(F)c5)cc4C(=O)N3C)O2)CC1,-2.0,6,0.1,7,1,2,0.1,-6
COc1cc(-c2cc(C(=O)Nc3ccccc3N3CCOCC3)c3ccccc3n2)cc(OC)c1OC,-0.2,nt,nt,-4,-12,5,0.0,3
COC(=O)c1ccccc1NC(=O)NC1CC1,-5.4,nt,-0.2,nt,-10,4,0.0,4
Cc1noc(C)c1S(=O)(=O)Nc1ccc2c(c1)C(=O)N([C@@H](C)CO)C[C@H](C)[C@@H](CN(C)S(=O)(=O)c1ccccc1)OCCCC[C@@H](C)O2,1.1,-4,0.3,-7,-39,3,-0.1,-17
CC(C)c1cc(C(=O)N/N=C/c2ccoc2)c(O)c(C(C)C)c1,-3.0,4,-0.2,2,-15,4,0.0,-13
C/C(=N\Nc1ccc([N+](=O)[O-])cc1[N+](=O)[O-])c1cccnc1,-5.4,nt,0.8,-2,-17,-1,0.0,-10
COc1cccc2cc(C(=O)NCCc3ccccc3)oc12,-1.5,-8,0.6,-9,-2,-2,0.0,-11
O=C1CC(C(=O)Nc2ccc(Cl)cc2[N+](=O)[O-])C2(CCCCC2)O1 (centres undefined),-0.1,nt,-1.7,4,-19,0,0.1,-17
O=C(C1CC1)N1CC2(C1)[C@H](c1ccccc1)[C@@H](CO)N2C(=O)c1cccnc1,0.5,nt,0.3,3,-11,3,0.2,1
# Additional structures follow.
SMILES,F508del corr,RAD54 inh,E-sel inducer,DENV2 CPE,RAD52 inh,Casp6 inh,XiGFP reactiv,INS-1E GSIS act
COc1ccc(-c2ccc([C@@H]3[C@@H](CO)N4C(=O)CN(C(=O)Cc5ccccn5)C[C@@H]34)cc2)cc1,-0.9,nt,-0.3,11,-7,nt,0.0,-2
FC(F)(F)c1nc(-c2ccccc2)ncc1-c1nnnn1-c1ccccc1,2.4,5,nt,-1,2,-1,-0.1,-13
O=c1[nH]c(CSc2ccccn2)nc2ccccc12,nt,nt,nt,4,-1,0,0.0,25
O=[N+]([O-])c1cccnc1Sc1ccc(F)cc1,0.1,-3,nt,7,-9,-4,0.2,nt
CC(C)c1cn(CC[C@H]2CC[C@H](N)[C@@H](CO)O2)nn1,-0.9,-8,-0.4,2,-11,0,0.2,-5
Cc1cccc(Nc2ncnc3onc(-c4ccc(F)cc4)c23)c1C,5.1,-5,-0.3,16,-20,0,0.0,14
CCOC(=O)c1c(NC(=O)C2C3C=CC(C3)C2C(=O)O)sc2c1CCCC2 (centres undefined),-1.4,nt,nt,-5,-8,1,0.0,-2
COC(=O)c1ccc(-n2c(C)cc(/C=N/Nc3nc(C)cc(=O)[nH]3)c2C)cc1,-1.2,nt,0.8,-1,3,-3,-0.1,2
COC(=O)[C@@H]1CCCN1Cc1c(C(=O)N2CCOCC2)nc2c(C)cccn12,0.6,nt,0.6,-8,-12,2,-0.2,-8
CCOc1cccc(C2/C(=C(/O)c3ccc4c(c3)CC(C)O4)C(=O)C(=O)N2CCN2CCOCC2)c1 (centres undefined),5.3,-3,0.0,-6,1,2,0.0,-14
O=C(Nc1cccc(C(=O)N2CCCCC2)c1)C1CCC1,2.1,-17,7.4,16,-16,-6,0.1,2
Cc1ccc(NC(=S)N2CCC(c3ccc(C)cc3)C2)cc1 (centres undefined),2.0,nt,0.4,8,-11,3,-0.3,-16
COCC(=O)N(C)C[C@H]1N[C@@](Cc2ccccc2)(C(=O)OC)[C@H]2C(=O)N(C)C(=O)[C@@H]12,4.4,-5,-4.5,0,-8,8,-0.1,13
CC(=O)OCC(COC(C)=O)(CN1C(=O)c2ccccc2C1=O)CN1C(=O)c2ccccc2C1=O,-2.4,nt,0.1,-2,1,-1,-0.1,nt
COC(=O)c1ccc(C)c(NC(=O)c2ccc(Cn3cc([N+](=O)[O-])cn3)o2)c1,3.7,-7,1.8,-7,-7,-3,0.0,6
O=C(Oc1ccc(-c2nnco2)cc1)C1CCN(C(=O)c2ccc(F)cc2)CC1,0.1,-9,nt,3,-3,2,0.3,16
COc1ccc(/C=C\C(=O)NCc2ccc3c(c2)cc(C)n3C)cc1OC,-0.3,-7,nt,-7,-2,-3,-0.4,15
O=C(Cc1c[nH]c2ccccc12)NCc1ccc(Cl)cc1Cl,2.2,-13,-7.9,-9,-34,-1,0.3,9

# High-throughput results (PubChem BioAssay)
